Bioassay records deposited in PubChem BioAssay by several laboratories.
NOD2 RIPK2 PPI = NOD2-RIPK2 protein interaction inhibition | O43353 | CHO BLA complementation NOD2-RIPK2, CCF4 ratio | inhibition, % at 4.98 µM | actives 0.38% (n = 360,000) | AID 624267; in the data active = inhibition above about 21%;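 note: 0% = vehicle only and 100% = reference blocker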
NR5A2 inv ag = inverse agonists of human LRH-1 (NR5A2); O00482; HEK293T StAR-luciferase reporter, LRH-1 transfected, 24 h; inhibition, % at 3.6 µM; actives 0.13% (n = 360,000);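 active = inhibition above the mean inhibition of all tested compounds plus 3 SD, cut at about 73% in these data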;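 note: 0% = DMSO wells and 100% = reporter-only cells lacking LRH-1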
EBV LMP1 NFkB = inhibitors of Epstein-Barr LMP1-induced NF-kappaB reporter; actives 0.69% (n = 350,000); inhibition, % at 12.5 µM; AID 504558; LMP1-induced NF-kappaB luciferase reporter cells, luminescence; in the data active = inhibition above about 41%; inconclusive = no clear call, values can overlap the other calls;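 note: 0% = neutral control wells and 100% = reference inhibitor control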
COUP-TFII inh = NR2F2 (human) inhibition, primary screen; HEK293T NGFI-A luciferase reporter, luminescence; inhibition, % at 8.6 µM; actives 0.7% (n = 370,000); AID 686940; P24468;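 active = inhibition above a per-plate cutoff, mean inhibition of test wells between control levels plus 3 SD, cut at about 38% in these data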;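 note: cells cotransfected with COUP-TFII expression vector driving the NGFI-A reporter; 0% = median of COUP-TF2 test wells and 100% = reporter-only cells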
TROY NFkB inh = inhibitors of TROY-dependent NF-kB signaling; inhibition, % at 10 µM; actives 0.98% (n = 360,000); Q293 LMP1-TROYcd NF-kB luciferase reporter, 4 h; AID 1347056;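 active = compounds whose plate-normalised and pattern-corrected inhibition of the luciferase reporter signal at the single screening dose is 50% or more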
Vif inh = inhibitors of HIV Vif; AID 602346; inhibition, % at 7.49 µM; actives 0.35% (n = 340,000); HEK293T cells, Vif self-association by quenched fluorescence, imaging, 24 h; in the data active = inhibition above about 50%, passing the limit was not always enough; inconclusive = no clear call, values can overlap the other calls; inactive = below about 31%; note: some results filed as inactive read as strong as hits
NCOA1 inh = human NCOA1 inhibition | inhibition, % at 3.6 µM | Q15788 | HEK293 GAL4-SRC1 luciferase reporter, luminescence | actives 0.12% (n = 360,000);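 active = inhibition above the campaign mean plus 3 SD, with each screening campaign given its own cutoff, cut at about 60% in these data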;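 note: 0% = DMSO treated cells and 100% = gossypol at 36 µM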
NCOA3 inh = human NCOA3 inhibition. Q9Y6Q9. HEK293 GAL4-SRC3 luciferase reporter, luminescence. inhibition, % at 3.6 µM. actives 0.17% (n = 360,000). AID 588352;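 active = inhibition above a per-campaign cutoff, the mean of all compounds plus 3 SD, cut at about 60% in these data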;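 note: 0% = DMSO-treated cells and 100% = gossypol-treated cells at 36 µM; higher means less SRC3-driven luciferase light from the GAL4 reporter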
Target sequence (Q9Y6Q9 whole entry, looked up, the tested form may be a part): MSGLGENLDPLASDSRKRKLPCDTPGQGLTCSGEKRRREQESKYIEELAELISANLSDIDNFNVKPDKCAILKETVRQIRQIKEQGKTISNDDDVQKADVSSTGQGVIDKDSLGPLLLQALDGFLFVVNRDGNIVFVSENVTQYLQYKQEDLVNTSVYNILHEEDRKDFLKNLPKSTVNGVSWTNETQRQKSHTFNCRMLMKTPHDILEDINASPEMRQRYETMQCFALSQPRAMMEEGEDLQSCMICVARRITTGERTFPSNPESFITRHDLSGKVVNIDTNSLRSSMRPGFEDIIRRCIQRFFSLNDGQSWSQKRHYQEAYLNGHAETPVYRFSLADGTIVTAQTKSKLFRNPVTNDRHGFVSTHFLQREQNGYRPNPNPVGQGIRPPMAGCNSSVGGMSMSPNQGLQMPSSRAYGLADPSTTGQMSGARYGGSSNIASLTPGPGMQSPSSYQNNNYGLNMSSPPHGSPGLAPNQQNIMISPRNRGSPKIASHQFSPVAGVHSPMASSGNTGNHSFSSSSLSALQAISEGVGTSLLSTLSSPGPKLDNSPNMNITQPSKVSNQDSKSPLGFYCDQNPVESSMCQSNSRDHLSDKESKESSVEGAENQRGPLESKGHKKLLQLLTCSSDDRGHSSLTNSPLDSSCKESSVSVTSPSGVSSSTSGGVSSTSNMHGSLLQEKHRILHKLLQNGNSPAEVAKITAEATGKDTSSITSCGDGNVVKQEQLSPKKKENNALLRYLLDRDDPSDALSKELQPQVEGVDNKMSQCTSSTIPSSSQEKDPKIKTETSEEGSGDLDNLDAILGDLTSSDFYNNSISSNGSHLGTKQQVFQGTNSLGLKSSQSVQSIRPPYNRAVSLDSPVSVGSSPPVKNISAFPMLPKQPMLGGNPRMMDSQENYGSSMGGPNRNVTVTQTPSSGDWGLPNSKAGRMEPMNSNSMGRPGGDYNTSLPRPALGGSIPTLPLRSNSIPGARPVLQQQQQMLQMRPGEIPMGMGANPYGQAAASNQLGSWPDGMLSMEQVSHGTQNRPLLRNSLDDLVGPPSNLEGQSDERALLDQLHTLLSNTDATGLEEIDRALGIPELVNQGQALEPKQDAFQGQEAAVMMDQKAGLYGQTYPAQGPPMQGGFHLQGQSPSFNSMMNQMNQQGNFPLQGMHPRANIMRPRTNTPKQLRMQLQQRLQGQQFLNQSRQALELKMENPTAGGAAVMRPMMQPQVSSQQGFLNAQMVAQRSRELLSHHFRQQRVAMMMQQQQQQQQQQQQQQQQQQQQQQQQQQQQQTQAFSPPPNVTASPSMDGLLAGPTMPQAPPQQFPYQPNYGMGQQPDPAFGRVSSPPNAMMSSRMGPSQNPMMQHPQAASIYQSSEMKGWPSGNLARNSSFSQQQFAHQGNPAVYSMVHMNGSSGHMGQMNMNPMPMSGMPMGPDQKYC
C8 TRAIL sens = caspase-8 TRAIL sensitization. inhibition (viability loss, TRAIL sensitization), % at 10 µM. AID 624354. actives 1% (n = 360,000). NB7+C8 cells + TRAIL, ATPlite viability luminescence;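 active = compounds causing at least 50% loss of cell viability in the single-dose screen, relative to plate controls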
TLR9-MyD88 inh = inhibitors of human TLR9-MyD88 binding. Q9NR96+Q99836. CHO BLA complementation TLR9-MyD88, CCF4 FRET ratio. inhibition, % at 4.98 µM. actives 0.21% (n = 340,000). AID 504734;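 active = inhibition above the mean over all tested compounds plus 3 SD, cut at about 21% in these data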;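 note: 0% = DMSO only wells and 100% = clavulanate BLA inhibitor control wells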
NCOA2 inhibitor = human SRC2 (NCOA2) inhibition. inhibition, % at 9 µM. actives 0.17% (n = 370,000). Q15596. HEK293 GAL4-SRC2 luciferase reporter, luminescence;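 active = inhibition above the mean inhibition of all tested compounds plus 3 SD, set per campaign, cut at about 52% in these data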;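 note: 0% = DMSO treated cells and 100% = cells given Gossypol at 36 µM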
* marks the source's active call; other numbers are inactive results; ? = inconclusive; . = no result given; & = joins results of further samples. An excerpt. The share of hits here may be higher or lower than overall.

SMILES	NOD2 RIPK2 PPI	NR5A2 inv ag	EBV LMP1 NFkB	COUP-TFII inh	TROY NFkB inh	Vif inh	NCOA1 inh	NCOA3 inh	C8 TRAIL sens	TLR9-MyD88 inh	NCOA2 inhibitor
Nc1ncnc2c1ncn2[C@@H]1O[C@H](C(=O)N(CCC2=CCCCC2)CC2CC2)[C@@H](O)[C@H]1O	-18	8	.	5	22	-1	13	-3	8	.	21
CCOC(=O)N1CCN(C(=O)C2CCCN(S(=O)(=O)c3cccnc3)C2)CC1 (centres undefined)	3	-2	3	-2	-2	-5	8	2	2	0	-5
O=C(c1ccco1)N(Cc1ccc2c(c1)OCO2)Cc1cc2cc3c(cc2[nH]c1=O)OCO3	-9	3	4	6	10	-3	-8	10	-26	5	10
O=C(/C=C/Nc1nccs1)C(F)(F)Cl	2	5	-4	9	31	-11	-1	6	-4	3	-4
CCOC(=O)[C@]12CCC=C1N(Cc1ccc(Cl)cc1Cl)C(=O)[C@H](CC(=O)NCC1CCCCC1)C2	-9	-16	.	5	6	.	.	.	-7	.	14
O=c1nc(N2CCOCC2)nc2n1CCO2	-6	4	4	-2	1	-2	-5	9	-5	3	-5
O=C(c1ccc(S(=O)(=O)N2CCCCCC2)cc1)N1CCN(c2ccccc2F)CC1	0	-8	1	20	5	-17	17	22	-2	4	-4
CCOc1c(Cl)cc(C(=O)Nc2cccc(C(=O)O)c2)cc1Cl	-2	-131	-16	-34	-62	.	-67	-72	11	7	-19
Cc1ccc(C(=O)Nn2cnnc2)cc1Cl	-4	-22	2	-16	12	14	-19	-16	-22	0	13
CC(C)c1nc2ccccn2c1NC1CCCCC1	4	1	3	14	-20	2	1	0	-1	-5	21
Cc1ccc(NC(=O)CCC(=O)N/N=C/c2cccs2)cc1C	7	7	2	4	-31	7	-4	-3	-18	-5	-7
CCCCOc1ccc(C(=O)OC2CC(C)N(C)CC2C)cc1 (centres undefined)	-3	-8	1	5	-8	-1	-23	10	4	-4	9
O=C(CNc1ccc(Br)cc1)Nc1cccc(S(=O)(=O)N2CCCC2)c1	4	-15	-6	2	11	-2	-16	-14	3	-4	9
Cc1cccc(C)c1NC(=O)c1c(-c2ccccc2)noc1C	-9	11	0	-8	0	17	0	0	1	6	10
Cc1ccc(NC(=O)c2cc(-c3ccc4c(c3)OCO4)on2)cc1	3	-13	-25	20	-28	-1	7	6	-17	0	1
O=C(Nc1ccc2c(c1)OCCO2)C(c1ccc(F)cc1)N1CCCCC1 (centres undefined)	-6	4	-6	-1	-2	-2	-9	0	1	0	-21
O=C(CN1CCN(Cc2ccccc2F)C1=O)NC1CCCC1	-1	-2	5	-8	-6	-4	4	9	4	0	-27
Cc1ccc(OCC(O)CN2CCN(c3ccccn3)CC2)c(C)c1 (centres undefined)	4	8	1	4	8	1	-31	8	16	-6	-6
COc1ccc(S(=O)(=O)NCc2cccnc2)cc1	-14	4	11	-18	10	5	-30	10	2	-4	19
O=C(NC(c1ccccc1)c1ccc2ccccc2n1)C1CCN(Cc2ccc(Cl)c(Cl)c2)CC1 (centres undefined)	-21	33	.	10	-1	4	-5	-7	11	.	-10
Cc1ccc(C(=O)Nc2nc(=O)[nH]s2)cc1	0&-8	-4&9	-3&-5	9&-7	-21&-18	18&-8	-22&-9	3&-1	10&10	-5&-8	-39&-1
CCCn1c(=O)c2ccccc2n2c(SCC(=O)Nc3cc(C)on3)nnc12	4	12	14	4	11	16	11	1	-18	-6	8
O=C(NCc1cccc(Br)c1)c1cc(-c2ccccc2)nn1CC1CC(c2cccc([N+](=O)[O-])c2)=NO1 (centres undefined)	1	13	-3	-11	13	.	6	-22	5	-2	-2
COc1ccc(CCNCC(O)c2ccccc2)cc1 (centres undefined)	-10	-4	9	-9	-8	0	-24	8	0	-8	-9
O=C(COc1ccc(F)cc1Cl)Nc1ccc(S(=O)(=O)Nc2nccs2)cc1	1	-61	4	-16	-21	-3	-26	-8	2	2	-62

13 entries from above, with two lines to a compound.
Each structure is followed by: NOD2 RIPK2 PPI, NR5A2 inv ag, EBV LMP1 NFkB, COUP-TFII inh, TROY NFkB inh, Vif inh, NCOA1 inh, NCOA3 inh, C8 TRAIL sens, TLR9-MyD88 inh, NCOA2 inhibitor
- CCOc1c(Cl)cc(C(=O)Nc2cccc(C(=O)O)c2)cc1Cl
  -2, -131, -16, -34, -62, ., -67, -72, 11, 7, -19
- Cc1ccc(C(=O)Nn2cnnc2)cc1Cl
  -4, -22, 2, -16, 12, 14, -19, -16, -22, 0, 13
- CC(C)c1nc2ccccn2c1NC1CCCCC1
  4, 1, 3, 14, -20, 2, 1, 0, -1, -5, 21
- Cc1ccc(NC(=O)CCC(=O)N/N=C/c2cccs2)cc1C
  7, 7, 2, 4, -31, 7, -4, -3, -18, -5, -7
- CCCCOc1ccc(C(=O)OC2CC(C)N(C)CC2C)cc1 (centres undefined)
  -3, -8, 1, 5, -8, -1, -23, 10, 4, -4, 9
- O=C(CNc1ccc(Br)cc1)Nc1cccc(S(=O)(=O)N2CCCC2)c1
  4, -15, -6, 2, 11, -2, -16, -14, 3, -4, 9
- Cc1cccc(C)c1NC(=O)c1c(-c2ccccc2)noc1C
  -9, 11, 0, -8, 0, 17, 0, 0, 1, 6, 10
- Cc1ccc(NC(=O)c2cc(-c3ccc4c(c3)OCO4)on2)cc1
  3, -13, -25, 20, -28, -1, 7, 6, -17, 0, 1
- O=C(Nc1ccc2c(c1)OCCO2)C(c1ccc(F)cc1)N1CCCCC1 (centres undefined)
  -6, 4, -6, -1, -2, -2, -9, 0, 1, 0, -21
- O=C(CN1CCN(Cc2ccccc2F)C1=O)NC1CCCC1
  -1, -2, 5, -8, -6, -4, 4, 9, 4, 0, -27
- Cc1ccc(OCC(O)CN2CCN(c3ccccn3)CC2)c(C)c1 (centres undefined)
  4, 8, 1, 4, 8, 1, -31, 8, 16, -6, -6
- COc1ccc(S(=O)(=O)NCc2cccnc2)cc1
  -14, 4, 11, -18, 10, 5, -30, 10, 2, -4, 19
- O=C(NC(c1ccccc1)c1ccc2ccccc2n1)C1CCN(Cc2ccc(Cl)c(Cl)c2)CC1 (centres undefined)
  -21, 33, ., 10, -1, 4, -5, -7, 11, ., -10

Carrying on.
SMILES	NOD2 RIPK2 PPI	NR5A2 inv ag	EBV LMP1 NFkB	COUP-TFII inh	TROY NFkB inh	Vif inh	NCOA1 inh	NCOA3 inh	C8 TRAIL sens	TLR9-MyD88 inh	NCOA2 inhibitor
O=C(c1ccc(CS(=O)c2cccc(Cl)c2)o1)N1CCN(C2CCCCC2)CC1 (centres undefined)	-4	-59	-34	-2	-36	-2	-12	2	4	-9	-3
CC(OC(=O)CCCc1c[nH]c2ccccc12)C(=O)Nc1ccc(S(N)(=O)=O)cc1 (centres undefined)	-2	9	1	-6	20	7	-13	9	-2	9	9
O=C(NC(=S)Nc1cccc(Cl)c1N1CCCCC1)c1ccc2c(c1)OCCO2	-12	-2	-9	5	70*	-2	-1	13	-14	-10	-6
CCCOc1ccc(C2CC(=O)Nc3cc(OC)c(OC)cc32)cc1 (centres undefined)	-6	-1	3	1	19	-12	-36	6	-9	-12	2
O=S(=O)(NCCc1cn2ccccc2n1)c1cccs1	-2	1	-18	-18	-6	-10	-9	-8	-7	0	-7
CC(C)NC(=O)Nc1ccc2c(c1)C(=O)N([C@H](C)CO)C[C@H](C)[C@@H](CN(C)S(=O)(=O)c1cn(C)cn1)O2	3	5	-3	-1	-16	1	-7	-10	-3	-14	-6
O=C(Cn1c(C(=O)OCCO)cc2ccccc21)c1ccccc1	-13	23	5	11	3	4	8	-11	0	-4	8
O=C(Cc1cccs1)Nc1ccc(-c2nnc(-c3ccco3)o2)cc1	-9	-37	-8	-16	-57	7	-45	-71	-1	-3	-43
CC1=NN(c2ccc(C(F)(F)F)cn2)C(=O)C1	-7	13	-3	-5	4	14	1	-2	17	3	-10
O=C1CC(N2CCN(c3cccc(C(F)(F)F)c3)CC2)C(=O)N1c1ccccc1 (centres undefined)	-1	-2	3	-1	-9	-6	-29	5	8	-1	-22
CCOC(=O)c1cc(CC)sc1NC(=O)C1CC1	-4	15	0	-13	5	.	6	15	16	-7	11
O=C(NC1CCCC1)c1cccc2c1C(=O)c1ccc(N3CCCCC3)cc1S2(=O)=O	1	-6	0	10	14	29	5	-14	-2	-3	-26
CCN1C(=O)[C@H]2[C@@H](c3ccc(C(F)(F)F)cc3)N[C@]3(CCCN(Cc4ccc(F)cc4)C3=O)[C@H]2C1=O	-4	28	-12	-1	6	.	7	-7	4	15	14
CCCCn1c(CCC)nc([N+](=O)[O-])c1Sc1ccc(Cl)cn1	-1	23	8	15	0	-8	19	32	7	-6	35
CCn1cc(S(=O)(=O)NCc2ccccc2Br)cn1	11	8	3	4	18	3	9	6	-16	-7	-7
O=C(COC(=O)c1ccccc1C(=O)N1CCN(c2ccccc2)CC1)Nc1ccc(F)cc1	7	5	-2	1	-7	.	-8	15	1	5	9
COc1ccc(-c2cc(=O)n(-c3ccc([N+](=O)[O-])cc3)[nH]2)cc1	8	-6	-8	-12	-21	-3	8	-33	-18	2	14
N#CCCN=C(NS(=O)(=O)c1ccccc1)c1ccccc1	-4	-3	-7	1	-2	-4	2	16	11	-4	-7
Cc1ccc(NC(=O)c2cc(C)nc3ccccc23)c(Br)c1	1	7	9	2	-8	1	10	-2	6	-10	-21
COC(=O)C1=C[C@@H](C(=O)OC)[C@@H]2C3=C(C(=O)[C@@]2(C)NC(=O)c2ccccc2)[C@H](c2ccccc2)[C@@H]2C(=O)NC(=O)[C@@H]2[C@@H]3C1	5	3	-9	-8	-2	14	-1	3	3	-4	-17
COc1ccc(CNC(=O)CCS(=O)(=O)c2ccc3nc(C)sc3c2)cc1	8	12	.	3	-6	-3	9	29	-9	.	3
CC(C)CC1C(=O)N(Cc2cn(CCC3OCCCO3)nn2)CCS(=O)(=O)N1Cc1ccc(-c2ccc(Cl)nc2)cc1 (centres undefined)	-4	-22	-8	-35	-49	-3	-9	-43	-2	3	-19
C/C(=N\Nc1c(Cl)c(Cl)nc(C(=O)O)c1Cl)c1ccc(O)cc1	-2	-10	-8	0	2	16	-10	-10	3	2	-22
Cc1ccc(-c2c(C(=O)c3ccc(Br)cc3)[nH]c(N)c2C(=O)NCc2ccc(Cl)cc2)cc1	4	-20	.	-6	5	.	.	.	-8	.	-24
COc1cc(C(=O)Nc2ccc3c(c2)Cc2ccccc2-3)cc(OC)c1OC	10	-7	17	9	1	?	-54	6	-4	-3	-22
COc1cccc(C(=O)/C=C/Nc2ccc(NC(C)=O)cc2)c1	0	-54	-22	-11	-62	-15	-98	-22	5	20	-30
CC(=NNC(=O)COc1cccc(C)c1)c1cccnc1	0	-14	1	-4	-3	1	-15	7	-15	3	-14

Only NCOA1 inh and C8 TRAIL sens, for 2 of the compounds above:
| molecule | NCOA1 inh | C8 TRAIL sens |
| --- | --- | --- |
| CC(C)NC(=O)Nc1ccc2c(c1)C(=O)N([C@H](C)CO)C[C@H](C)[C@@H](CN(C)S(=O)(=O)c1cn(C)cn1)O2 | -7 | -3 |
| O=C(Cn1c(C(=O)OCCO)cc2ccccc21)c1ccccc1 | 8 | 0 |
